Screening results from PubChem BioAssay.
ERK EGF inh = blocks ERK signaling stimulated by EGF | Potency, µM (series often up to 11.5 µM), inactives show top-dose activity change, negative = inhibition, most hits filed as inhibitors | HEK293-V1b, EGF-stimulated phospho-ERK AlphaScreen | 0.41% of 130,000 active; active means well fitted inhibition curve with a large enough effect; inconclusive means small, poorly fitted or top-dose-only effect, or effect the other way;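 further: plate controls were stimulated vehicle wells for no effect and unstimulated vehicle basal for full effect; nearly all actives have a fitted effect of over 55% in size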
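Cell line HEK293 (stable V1b), low serum overnight. Pretreatment: compound 30 min, 37C. EGF 25 nM, 5 min. Detection: SureFire AlphaScreen, 5 h RT. AC50 via standard Hill equation.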
Numbers without * were called inactive; ? = inconclusive; [ ] = dose if it differs, or a comment. Potency means the concentration at half of the fitted maximal effect.

molecule,ERK EGF inh
COc1ccc(-c2cn3cccnc3n2)cc1,-6%
CC(=O)N(C1=C(N2CCOCC2)C(=O)c2ccccc2C1=O)c1ccc(C(=O)O)cc1,-17%[57.5 µM]
O=c1c2ccccc2ncn1CCOCCOc1ccc([N+](=O)[O-])cc1,0%
Cc1nnc(SCc2ccc(CSc3nnc(C)c(=O)[nH]3)cc2)[nH]c1=O,-7%[57.5 µM]
Cc1ccc(N=c2c([N+](=O)[O-])nn(-c3ccc4c(c3)OCCO4)n2O)cc1F,?
O=C(Nc1cccc(NC(=O)c2ccco2)c1)c1ccc([N+](=O)[O-])cc1,-1%[57.5 µM]
O=C(c1cc2ncc(CCCl)cn2n1)N1CCCCCC1,9%
O=C(Nc1nccs1)c1ccc([N+](=O)[O-])cc1,3%[57.5 µM]
S=C1NC2(CCCCCC2)N=C1c1ccccc1,3%
Cc1cc(=O)[nH]c(N/N=C/c2cn(CCC#N)nc2-c2ccccc2)n1,3%
CC(=O)CC1=NC(C)(C)Cc2ccccc21,-6%
CCOC(=O)c1c(C)[nH]c(C(=O)CC(=O)OC)c1C,0%
O=C(COc1ccc(Cl)cc1)Nc1cccc(-c2ccc3nncn3n2)c1,6%
CC(=O)Cc1nsc(NC(=O)c2ccc(-c3ccc(F)cc3)o2)n1,-5%
COc1ccc(N2CCN(c3nc(-c4cccs4)nc4ccccc34)CC2)cc1,-5%[57.5 µM]
C/C(=N\Nc1nc(C(=O)O)cs1)c1ccccc1,3%

The last five records of the section before lead into the next:
molecule,ERK EGF inh
CCOC(=O)c1c(C)[nH]c(C(=O)CC(=O)OC)c1C,0%
O=C(COc1ccc(Cl)cc1)Nc1cccc(-c2ccc3nncn3n2)c1,6%
CC(=O)Cc1nsc(NC(=O)c2ccc(-c3ccc(F)cc3)o2)n1,-5%
COc1ccc(N2CCN(c3nc(-c4cccs4)nc4ccccc34)CC2)cc1,-5%[57.5 µM]
C/C(=N\Nc1nc(C(=O)O)cs1)c1ccccc1,3%
CCOC(=O)Cc1nnc(NC(=O)C23CC4CC(CC(C4)C2)C3)s1,-16%[57.5 µM]
NC(=O)CCN1CCCCC1,-13%
CCOc1ccc2ncc(S(=O)(=O)c3ccccc3)c(N3CCN(c4ccc(OC)cc4)CC3)c2c1,?
COC(=O)C1SCC2C(=O)N(Cc3ccccc3)CC(=O)N21 (centres undefined),3%
CCN(CC)C(=S)Nc1ccc(Cl)c(Cl)c1,-2%
O=C(NC(=S)Nc1ccccn1)c1ccc([N+](=O)[O-])cc1,2%
CCOC(=O)c1[nH]c(C=O)c(C(=O)OCC)c1C,1%
CCCn1c(C)cc(C(=O)COc2ccc(S(=O)(=O)N(CC)CC)cc2[N+](=O)[O-])c1C,10%
CCCN1CCC(=O)N([C@H](CSc2ccc(Br)cc2)c2ccccc2)CC1,6%[57.5 µM]
COc1ccc2[nH]c3c(c2c1)CCNC3=O,-10%
O=C(CSc1ccccc1)Nc1nnc(COc2ccc(Cl)cc2)s1,-4%
O=C(Cn1nnc(-c2ccc3c(c2)OCO3)n1)NCc1ccccc1,4%
CCN(CC)S(=O)(=O)c1ccc(N=Nc2c(C)[nH]n(C(N)=S)c2=O)cc1,0%
O=C(c1ccccc1NS(=O)(=O)c1cccc2cccnc12)N1CCOCC1,-15%
Cc1ccc(C)c(OC(=O)c2cncc(Br)c2)c1,8%
COc1cc(C(=O)N/N=c2/sc3ccccc3n2C)cc(OC)c1OC,5%
O=C(Nc1ccccc1)n1cc(-c2ccccn2)c(N2CCOCC2)n1,1%
Cc1nc2sc3c(c2c(=O)[nH]1)CCCC3,-3%[57.5 µM]
O=Cc1ccc(O)c2ncccc12,-1%[57.5 µM]
CC(C)NC(=O)C1CCN(C2CCN(C(=O)/C=C/c3cccs3)CC2)CC1,0%[57.5 µM]
Cc1nc(NCc2ccccc2)c2nc(-c3ccccc3)n(C(C)CN(C)C)c2n1 (centres undefined),-5%
O=C(Nc1nnc(COc2ccccc2)s1)Nc1ccccc1F,8%[57.5 µM]
C=CCn1c(SCc2nc3cc(C(=O)OC)ccc3c(=O)[nH]2)nc2sc(CC)cc2c1=O,3%
COc1cc(SC#N)ccc1N=Cc1c(C)[nH]n(-c2ccc(C)cc2)c1=O,10%
COC(=O)C(=C/C(C)=C/c1cccs1)C(=O)OC,2%
Cc1ccc(Nc2nnc(SCC3CCCCO3)s2)cc1 (centres undefined),1%
C=CCc1c(C)[nH]c2c(OC)cccc2c1=S,3%
CCN(CC)C(=O)C1CCCN(Cc2nc(-c3cccs3)no2)C1 (centres undefined),2%
O=Cc1cn(CCC(=O)O)nc1-c1cccc(Br)c1,-3%
O=C(/C=C/Nc1ccc(Br)cc1F)c1ccco1,?
Cc1cc(C)c(C#N)c(SCc2ccc([N+](=O)[O-])cc2)n1,-2%
CCOC(=O)CNC(=S)n1cnc(N)n1,0%
Cc1ccc(N=Cc2c(O)[nH]c3ccccc23)c([N+](=O)[O-])c1,?
COc1ccc(N(C(=O)CNS(=O)(=O)c2ccccc2)C(C(=O)NCc2ccco2)C(C)C)cc1 (centres undefined),-5%
On1c(-c2ccccc2)nc2ccccc21,-5%[57.5 µM]
Cc1ccccc1NC(=O)Cn1c(=O)sc2ccccc21,0%
CN1C[C@@H]2C(c3ccccc3)C3(c4cccnc4)CC2(C3)[C@H]1c1ccccc1 (some centres undefined),-6%
CCCc1nnc(NC(=S)Nc2ccccc2)s1,7%
COc1ccc(-c2nc3cnc(OC)nc3n(C3CC3)c2=O)cc1,-7%
COc1ccc(C2CC(c3ccc4ccccc4c3)=NN2C(=O)COC(=O)C2CCC(=O)N2)cc1 (centres undefined),-4%

Other records follow:
| smiles | ERK EGF inh |
| --- | --- |
| O=C(N/N=C\c1cc(Br)c(Br)o1)c1cncc(Br)c1 | 10% |
| CCOC(=O)c1c(/N=C/C2C(=O)CC(C)(C)CC2=O)sc(C)c1C | 0% |
| C=CCn1c(CSc2nc3ccccc3s2)nnc1SCC(=O)NCc1cccnc1 | -16% |
| CC(C)N(Cc1cn[nH]c1-c1ccc(-c2ccccc2)cc1)Cc1nccn1C | 5% |
| CCCc1cc2c(n1CCc1ccc(Cl)cc1)C(C)C1CN(C(=O)c3ccccc3)C(C)(C(=O)OC)C21 (centres undefined) | -2% |
| CC/C=C/C(=O)N1CC2(CC(c3cccc(NC(=O)CC(c4ccccc4)c4ccccc4)c3)=NO2)C[C@@H]1C(N)=O (some centres undefined) | -8%[57.5 µM] |
| O=[N+]([O-])c1cc(Cc2ccccc2)cc(C=Nc2ccc(N3CCOCC3)cc2)c1O | -3% |
| COc1ccc(-c2[nH]ncc2CN(C)Cc2cc(C)[nH]n2)c(F)c1 | -8% |
| O=c1c(/C=N/O)coc2ccc(Cl)cc12 | -7%[57.5 µM] |
| COc1cccc(NC(=O)Cn2c(CCC(=O)O)ccc2-c2ccccc2)c1 | -9% |
| CS(=O)(=O)C1=NSC2=NC(=O)/C(=C\c3cccn3-c3ccc(Cl)cc3)C(=N)N21 | 2% |
| COc1ccc(-c2nnc(SCC(=O)NCCc3ccc(S(N)(=O)=O)cc3)o2)cc1OC | 4%[57.5 µM] |
| CCCc1[nH]n(-c2nc3ccccc3s2)c(=O)c1C=NCCCN(CC)CC | -3% |
| CC(C)(C)OC(=O)[C@H](Cc1ccccc1)NC(=O)c1nc[nH]c1C(=O)NCc1ccccc1 | 5%[57.5 µM] |
| CC(O)[C@H]1CNC(=S)N1CCc1cccc(F)c1 (some centres undefined) | 4%[57.5 µM] |
| CC(C)(C)C(=O)NCC12C=CC(O1)C1C(=O)N(c3ccccc3)C(=O)C12 (centres undefined) | -12% |
| N#Cc1c(C(F)(F)F)cc(-c2cccs2)nc1SCC(=O)O | -7%[57.5 µM] |
| COc1ccc(-c2ccc(/C=C3/C(=N)N4C=CSC4=NC3=O)o2)c([N+](=O)[O-])c1 | 7% |
| CC(=O)c1ccc(N2CCN(C(=O)/C=C/c3cccs3)CC2)cc1 | -1% |
| Cn1[nH]c(-c2ccccc2)c(/C=N/O)c1=O | 0% |

Of the compounds above, 7 contain fluorine:
| smiles | ERK EGF inh |
| --- | --- |
| Cc1ccc(N=c2c([N+](=O)[O-])nn(-c3ccc4c(c3)OCCO4)n2O)cc1F | ? |
| CC(=O)Cc1nsc(NC(=O)c2ccc(-c3ccc(F)cc3)o2)n1 | -5% |
| O=C(Nc1nnc(COc2ccccc2)s1)Nc1ccccc1F | 8%[57.5 µM] |
| O=C(/C=C/Nc1ccc(Br)cc1F)c1ccco1 | ? |
| COc1ccc(-c2[nH]ncc2CN(C)Cc2cc(C)[nH]n2)c(F)c1 | -8% |
| CC(O)[C@H]1CNC(=S)N1CCc1cccc(F)c1 (some centres undefined) | 4%[57.5 µM] |
| N#Cc1c(C(F)(F)F)cc(-c2cccs2)nc1SCC(=O)O | -7%[57.5 µM] |

Additional entries.
| smiles | ERK EGF inh |
| --- | --- |
| C#CCOc1ccc(/C=C2\SC(=S)N(Cc3cccnc3)C2=O)cc1 | 0% |
| O=C(CN1CCN(c2ccccc2F)CC1)NC(=O)NCc1ccccc1 | 1% |
| CSc1ccc(CN(C)CC(=O)NCc2ccccc2)cc1 | -11% |
| COc1cccc(C(=O)Oc2ccccc2/C=C\C(=O)c2cc3ccccc3o2)c1 | 17% |
| O=C1NCCN(Cc2ccoc2)C1CC(=O)N(Cc1ccccc1)CC1CCC1 (centres undefined) | -3% |
| C=CCn1cn[nH]c1=S | -15% |
| CCOC(=O)c1sc2nc(CSc3ccccc3)[nH]c(=O)c2c1C | 0% |
| O=C(CN1C(=O)c2ccc([N+](=O)[O-])cc2C1=O)NCc1ccco1 | 1% |
| CC(C)(C)c1nc(SCC(=O)NCc2cccs2)c2ccccc2n1 | 0% |
| O=C(NCc1cccs1)c1ccccc1F | -9% |
| CCOC(=O)c1cn(-c2c(Cl)cccc2Cl)c2cc(Cl)c([N+](=O)[O-])cc2c1=O | 3% |
| CC(C)CC1c2[nH]c3ccccc3c2CCN1C(=O)C1CCOCC1 (centres undefined) | -11%[57.5 µM] |
| O=C(O)c1cccnc1Sc1ccc(Cl)cc1 | 6% |
| Fc1ccccc1CNC(=S)Nc1cccc(C(F)(F)F)c1 | 7% |
| COc1ccc(/C=N/NC(=O)Nc2ccc3nsnc3c2)c(OC)c1 | -14% |
| OC1(C#CCN2CCCC2)c2ccccc2-c2ccccc21 | -5%[57.5 µM] |
| COc1ccc(C2/C=C\CN(C(=O)C3CCCC3)CC(=O)N2Cc2ccc(F)cc2)cc1 (centres undefined) | -6%[57.5 µM] |
| CCn1cc(CN2CCCC(CO)(Cc3cccc(Cl)c3)C2)cn1 (centres undefined) | -7% |
| O=C(O)CCCN(Cc1cccc(Br)c1)S(=O)(=O)c1ccc(Br)cc1 | -4% |
| CC(OC(=O)CN1C(=O)C2C3C=CC(C4CC34)C2C1=O)C(=O)c1ccccc1 (centres undefined) | -9%[57.5 µM] |
| O=C(NCCc1ccccc1)C(=O)NCc1ccncc1 | 9% |
| CN(C)c1ccc(N=Nc2ccccc2C(=O)OCC(=O)NCC2CCCCC2)cc1 | 13µM* |
| CN(CC(=O)Nc1ccc(Cl)c(Cl)c1)Cc1nnc(-c2ccc(F)cc2)o1 | -2%[57.5 µM] |
| O=C(NC1CC1)c1ccc2c(c1)C1C3CCC(C3)C1C(c1ccccc1)N2 (centres undefined) | -4% |
| O=C(Nc1c(-c2ccccc2)nc2ncccn12)c1cc2ccccc2oc1=O | 1% |
| O=C(NC(=S)Nc1ccccc1O)c1ccccc1Cl | -8% |
| COc1ccc(CCC(C)Nc2ccccc2F)cc1 (centres undefined) | ? |
| O=C(c1ccco1)N1CCN(C(=O)N2CCCCC2)CC1 | -8% |
| COc1ccc(-c2nn(-c3ccccc3)cc2/C=C(\C#N)S(=O)(=O)c2ccccc2)cc1OC | ? |
| CCN1C(=O)/C(=C/N2CCc3ccccc3C2)SC1=S | -5%[57.5 µM] |
| CCN(CC(=O)Nc1ccc(Br)c(C)c1)CC(=O)NC(C)C | -4% |
| C=CCn1cc([N+](=O)[O-])nc1C | 10% |
| CCCNS(=O)(=O)c1ccc(CCC(=O)N2CCCC2)cc1 | -1% |
| Cc1cc(C(=O)CCl)c(C)n1-c1cccc(S(=O)(=O)N2CCOCC2)c1 | 9% |
| O=C(c1ccc2c(c1)OCO2)C1CCCN(Cc2cccn2-c2cccnc2)C1 (centres undefined) | ? |
| COc1cccc(-n2c(Cn3nc(C(F)F)cc3C(F)F)n[nH]c2=S)c1 | -17% |
| Cc1cc(/C=N/NC(=O)c2ccc(O)cc2)c(C)n1C1CC1 | -15% |
| Nc1nc(SCC(=O)c2c(N)n(Cc3ccccc3)c(=O)[nH]c2=O)n[nH]1 | -14%[57.5 µM] |
| Cc1cccn2c(=O)c(C=O)c(Sc3ncccn3)nc12 | 2% |
| COc1ccc(C(CNC(=O)c2ccc(C)c(S(=O)(=O)N3CCCCC3)c2)N(C)C)cc1OC (centres undefined) | -1% |
| CCOC(=O)Nc1ccc(NC(=O)c2ccccc2F)cc1 | -4% |
| O=C(CSc1nnc(-c2ccncc2)o1)N1CCc2ccccc2C1 | -12% |
| C=C1CCN([C@H](C(=O)NCc2ccccc2)C(C)C)S(=O)(=O)c2ccccc21 | 4%[57.5 µM] |
| NNC(=O)COc1cccc(Oc2ccccc2)c1 | 1% |
| O=C(c1ccco1)N1CCN(Cc2cn[nH]c2-c2cccc3ccccc23)CC1 | -7%[57.5 µM] |
| Cc1cc(C)c(C(=O)/C=C/c2cccs2)c(=O)[nH]1 | -6% |
| COc1cccc2cc(C(=O)C3=C(O)C(=O)N(CCN(C)C)C3c3ccc(Cl)cc3)oc12 (centres undefined) | 0%[57.5 µM] |
| CCOc1ccc(Cn2c3ccc(OC)cc3c3nc4ccccc4nc32)cc1OC | ? |
| Cc1nnc(SCC(=O)NNC(=O)c2ccc(Cl)cc2)n1CC1CCCO1 (centres undefined) | -4% |
| CC(NC(=O)Nc1ccc(O)cc1)(C(F)(F)F)C(F)(F)F | -2% |
| CCOc1ccc(N2C(=O)/C(=C/c3ccc(C)o3)N(C)C2=S)cc1 | -12% |

This is a subset; rates above refer to the full screens.
